Bioassay records from PubChem BioAssay.
RSV CPE inhibition: RSV antiviral activity via CPE protection, HEp-2 cells, primary 10 µM value included (AID 2391) | HEp-2 cells, RSV-induced CPE inhibition; higher % means a stronger effect | CPE inhibition, % at 10 µM, or IC50 in µM where a hit was titrated | 310,000 compounds, 0.13% hits; in the data active means a potency from the dose series; inconclusive means CPE inhibition mostly from about 23% at the one dose, without a potency; inactive means the rest, 99 in 100 with CPE inhibition below about 21%; further: strong numbers were not always called active
SV40 large T antigen: SV40 large T antigen inhibitors, biochemical (AID 1903); SV40 large T antigen ATPase/helicase inhibition assay; higher % means a stronger effect; inhibition, % at 20 µM; hits with a dose series show IC50 in µM; 310,000 compounds, 0.39% hits; in the data active means a potency from the dose series; inconclusive means inhibition mostly from about 32% at the one dose, without a potency; inactive means the rest, 99 in 100 with inhibition below about 32%; further: strong numbers were not always called active
T cell modulator: modulators of CD8 T cell-vesicle binding, primary screen, mouse 2C CD8+ T cells, flow cytometry; 2C CD8+ T cell-vesicle binding; active compounds read low; AID 2052, 2009; calls only at 7 µM; 330,000 compounds, 0.068% hits;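 active means response, share of CD8 T cells binding vesicles, and their 90th percentile fluorescence all below set limits, cut at about 80% in these data, passing the limit was not always enough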
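System: murine 2C transgenic CD8+ T lymphocytes; also added: QL9-loaded Drosophila micro-vesicles; times: binding 1.5 h at 37 °C; measured by: flow cytometry, PE anti-B7-1 (FL2) versus Alexa647 anti-CD8 (FL8), PFA-fixed; control set: Peptide-free naked vesicles (low) and QL9 vesicles with 0.7% DMSO vehicle (high)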
Rac1 GTP hydrolysis: MgcRacGAP GTPase-activating activity inhibitors, confirmation, biochemical, ADP Hunter fluorescence. MgcRacGAP-stimulated Rac1 GTP hydrolysis, ADP Hunter fluorescence; higher % means a stronger effect; GST-tagged Rac1 F28L mutant substrate. one-dose inhibition, % at 30 µM; IC50 in µM for titrated hits. 340,000 compounds, 0.6% hits;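 active means first-screen hits whose inhibition reached a set limit at any dose in the follow-up dose series; inconclusive means inhibition above the set first-screen limit but never retested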;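 further: fluorescence reports GDP produced by GAP-driven GTP hydrolysis; strong numbers were not always called active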
K1F lysis inhibition: inhibition of K1F phage lysis, E. coli UTI89, bacterial capsule biogenesis inhibitors, alamar blue (AID 488966); E. coli UTI89 K1F phage lysis, alamar blue, 2 h; higher % means a stronger effect; inhibition, % at 100 µM, or IC50 in µM where a hit was titrated; 340,000 compounds, 0.02% hits;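 active means phage lysis inhibition, versus mean bacterial control, above a set limit; inconclusive means no clear call, values can overlap the other calls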;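 further: capsule biogenesis inhibitors block K1F phage lysis so surviving cells raise fluorescence; higher fluorescence means more inhibition of phage lysis; actives were called in the ten point dose series up to 300 µM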
Salmonella PhoP GFP: inhibitors of PhoP regulon expression, primary screen, Salmonella Typhimurium, GFP reporter (AID 1863) | S. Typhimurium PhoP-regulated promoter GFP reporter, 4 h; higher % means a stronger effect | one-dose inhibition, % at 50 µM; IC50 in µM for titrated hits | 300,000 compounds, 0.16% hits;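 active means inhibition over 29.93%, a cutoff 3 SD above the screen mean, later confirmed by dose response; inconclusive means inhibition over 29.93% but no dose response follow-up; inactive means inhibition at most 29.93% or unconfirmed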;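 further: 0% = low Mg2+ inducing control and 100% = high Mg2+ repressing control; strong numbers were not always called active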
Dengue-2 NS5 capping: Dengue-2 NS5 methyltransferase inhibitors, primary screen, biochemical, confirmation dose response (AID 588689); Genome polyprotein (Dengue virus type 2 (strain 16681-PDK53)); inhibition, % at 25 µM; hits with a dose series show IC50 in µM; Dengue-2 NS5 methyltransferase capping enzyme assay, biochemical; higher % means a stronger effect; 340,000 compounds, 0.3% hits; in the data active means a potency from the dose series; inconclusive means inhibition above about 29% without an active follow-up result
West Nile antiviral: West Nile virus antiviral activity, cell-based, CPE readout (AID 1621). West Nile virus-infected cells, CPE inhibition; higher % means a stronger effect. CPE inhibition, % at 10 µM, or IC50 in µM where a hit was titrated. 290,000 compounds, 0.02% hits; in the data active means a potency from the dose series; inconclusive means CPE inhibition mostly from about 3.7% at the one dose, without a potency; inactive means the rest, 99 in 100 with CPE inhibition below about 2.2%; further: strong numbers were not always called active
NTR1 ag: agonists of NTR1, primary screen, imaging, U2OS cells, beta-arrestin-GFP, high content (AID 493036). activation, % at 20 µM. Neurotensin receptor type 1 (Homo sapiens), P30989. NTR1-U2OS beta-arrestin-GFP spot imaging, agonist mode. 330,000 compounds, 0.17% hits;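 active means activation at or above 40% of the spot to cytoplasm intensity ratio, with at least 20 cells analyzed; inconclusive means wells under 20 cells, flagged as cytotoxic or low count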;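 further: 0% = DMSO without peptide and 100% = 100 nM NTR1 peptide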
Target sequence (P30989 whole entry, looked up): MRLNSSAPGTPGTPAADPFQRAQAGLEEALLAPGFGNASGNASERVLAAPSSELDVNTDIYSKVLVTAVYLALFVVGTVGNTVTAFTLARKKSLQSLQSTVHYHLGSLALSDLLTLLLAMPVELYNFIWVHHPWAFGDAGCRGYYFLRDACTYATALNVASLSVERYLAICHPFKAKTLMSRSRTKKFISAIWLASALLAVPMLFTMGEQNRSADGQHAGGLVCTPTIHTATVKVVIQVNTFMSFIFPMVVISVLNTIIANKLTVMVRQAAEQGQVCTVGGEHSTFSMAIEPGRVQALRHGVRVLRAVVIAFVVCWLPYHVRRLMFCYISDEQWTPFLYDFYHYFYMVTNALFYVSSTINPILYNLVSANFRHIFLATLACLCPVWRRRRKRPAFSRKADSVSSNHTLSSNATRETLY
T cell modulator vesicle-bound %: further read-out of T cell modulator, marked with its call; double positive events, %; measured here: CD8+ vesicle-bound cell fraction;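 binding gate set so that unloaded-vesicle control wells show 10% double positive cells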
NTR1 ag cell count 20 µM: further read-out of NTR1 ag, marked with its call; cell count; measured here: cell count, cytotoxicity flag
Dengue-2 NS5 capping pilot replicate: further read-out of Dengue-2 NS5 capping, marked with its call; inhibition, %; measured here: pilot screen replicate inhibition
Numbers without * were called inactive; i = inactive; ? = inconclusive; . = not tested or not shown; [ ] = dose if it differs, or a comment. Not a hit list (roughly 1.5% active in at least one column).

SMILES	RSV CPE inhibition	SV40 large T antigen	T cell modulator	T cell modulator vesicle-bound %	Rac1 GTP hydrolysis	K1F lysis inhibition	Salmonella PhoP GFP	Dengue-2 NS5 capping	West Nile antiviral	NTR1 ag	NTR1 ag cell count 20 µM	others
COc1ccc([N+](=O)[O-])cc1NC(=O)C1CCCNC1=O (stereo not given)	1.7%	1%	i	16	.	-0.3%[50 µM]	5%	-10%	.	-0.2	112
O=C(COC(=O)c1ccc2ccccc2c1O)NCC(F)(F)F	1.3%	12%	i	18	-3%	0.1%	-5%	-7%	-0.2%	2.4	45
O=C(C1CCN(c2ncnc3c2sc2cccc(F)c23)CC1)N1CCOCC1	9.4%	7%	i	44	18%	-0.2%	-5%	0%	-0.2%	-2.6	91
O=C(CSc1nc(-c2ccc(F)cc2)cc(C(F)(F)F)n1)NCc1cccs1	-0.3%	2%	i	41	6%	-0.6%	-3%	-4%	-1.1%	.	.
COc1ccc(C(=O)NC(=S)Nc2ccc(N3CCCC3)cc2)cc1	0.6%	1%	i	59	15%	0.1%	7%	8%	-0.5%	5.6	30
COc1ccc2nc(C)c3cc(C)oc3c2c1	9.3%	2%	i	47	-6%	8.7%	11%	2%	0.5%	0.3	59
CCCOc1ccc(C2/C(=C(/O)c3ccccc3)C(=O)C(=O)N2CCCN(C)C)cc1OC (stereo not given)	2.7%	.	i	52	16%	2.8%	.	-6%	.	4.6	60
CCS(=O)(=O)N1CCC(C(=O)NCCC2=CCCCC2)CC1	-1.0%	1%	i	59	2%	1.1%	1%	1%	2.6%	0.9	61
Cc1ccc(COC(=O)c2cc(S(=O)(=O)N3CCCCC3)ccc2N2CCOCC2)cc1	?	17%	i	43	6%	0.3%[50 µM]	-6%	1%	.	1.1	53
CN(C)C(=O)c1ccc(NC(=O)COC(=O)c2cc(S(=O)(=O)N(C)C)ccc2N2CCCC2)cc1	0.1%	0%	i	43	12%	1.3%[50 µM]	-4%	1%	.	0.3	50
N#Cc1ccc(OCC(=O)NCC2(N3CCCCC3)CCCCC2)cc1	0.1%	7%	i	34	3%	0.3%	-4%	-2%	-0.4%	-0.3	64
COc1ccc(/C=N/NC(=O)c2ccc(COc3cccc4cccnc34)cc2)cc1O	0.5%	34%	i	54	31%	0.1%	-5%	0%	0.3%	0.9	47

Filtered by structure: those above containing sulfur.
SMILES	RSV CPE inhibition	SV40 large T antigen	T cell modulator	T cell modulator vesicle-bound %	Rac1 GTP hydrolysis	K1F lysis inhibition	Salmonella PhoP GFP	Dengue-2 NS5 capping	West Nile antiviral	NTR1 ag	NTR1 ag cell count 20 µM	others
O=C(C1CCN(c2ncnc3c2sc2cccc(F)c23)CC1)N1CCOCC1	9.4%	7%	i	44	18%	-0.2%	-5%	0%	-0.2%	-2.6	91
O=C(CSc1nc(-c2ccc(F)cc2)cc(C(F)(F)F)n1)NCc1cccs1	-0.3%	2%	i	41	6%	-0.6%	-3%	-4%	-1.1%	.	.
COc1ccc(C(=O)NC(=S)Nc2ccc(N3CCCC3)cc2)cc1	0.6%	1%	i	59	15%	0.1%	7%	8%	-0.5%	5.6	30
CCS(=O)(=O)N1CCC(C(=O)NCCC2=CCCCC2)CC1	-1.0%	1%	i	59	2%	1.1%	1%	1%	2.6%	0.9	61
Cc1ccc(COC(=O)c2cc(S(=O)(=O)N3CCCCC3)ccc2N2CCOCC2)cc1	?	17%	i	43	6%	0.3%[50 µM]	-6%	1%	.	1.1	53
CN(C)C(=O)c1ccc(NC(=O)COC(=O)c2cc(S(=O)(=O)N(C)C)ccc2N2CCCC2)cc1	0.1%	0%	i	43	12%	1.3%[50 µM]	-4%	1%	.	0.3	50

Further records follow:
SMILES	RSV CPE inhibition	SV40 large T antigen	T cell modulator	T cell modulator vesicle-bound %	Rac1 GTP hydrolysis	K1F lysis inhibition	Salmonella PhoP GFP	Dengue-2 NS5 capping	West Nile antiviral	NTR1 ag	NTR1 ag cell count 20 µM	others
CC(C)Oc1ccc(C(=O)N/N=C/c2ccc(-c3ccc(S(=O)(=O)Nc4ncccn4)cc3)o2)cc1	1.4%	31%	i	38	17%	-0.4%	-11%	?	1.5%	1.1	39
Cc1ccc(C(CCN(Cc2ccccc2)C(=O)c2ccco2)c2ccco2)cc1 (stereo not given)	6.5%	14%	i	27	-18%	-0.5%	3%	-4%	-0.7%	2.0	72
Cc1cc2cccc(C)c2nc1SCC(=O)NNC(=O)c1ccco1	-0.8%	7%	i	34	0%	2.7%	4%	-5%	0.1%	1.7	58
CCC[N+]1(CC#CC2(O)CCCCC2)CCOCC1	-0.1%	6%	i	38	-3%	-0.9%	-6%	15%	-0.4%	-0.4	47
COc1ccc(-c2nc3ccccc3c(=O)o2)cc1OC	0.9%	1%	i	4	7%	0.2%	-4%	-5%	0.2%	1.3	58
Nc1c(C(=O)NCc2cccs2)nnn1CC(=O)Nc1cccc(Cl)c1	1.8%	9%	i	57	13%	0.3%	5%	-4%	-0.1%	-1.4	76
COc1ccc(C2CC(=O)Oc3c(C(C)C)ccc(C)c32)cc1 (stereo not given)	.	.	.	.	4%	0.7%	.	-5%	.	9.2	54	Dengue-2 NS5 capping pilot replicate=0.3
COc1cc(CCC(=O)N2CCN(c3ccccc3)CC2)cc(OC)c1OC	2.0%	2%	i	46	2%	0.1%	-4%	-2%	-0.5%	1.1	48

A run of entries from the list above, for reference:
SMILES	RSV CPE inhibition	SV40 large T antigen	T cell modulator	T cell modulator vesicle-bound %	Rac1 GTP hydrolysis	K1F lysis inhibition	Salmonella PhoP GFP	Dengue-2 NS5 capping	West Nile antiviral	NTR1 ag	NTR1 ag cell count 20 µM	others
COc1ccc(C2CC(=O)Oc3c(C(C)C)ccc(C)c32)cc1 (stereo not given)	.	.	.	.	4%	0.7%	.	-5%	.	9.2	54	Dengue-2 NS5 capping pilot replicate=0.3
COc1cc(CCC(=O)N2CCN(c3ccccc3)CC2)cc(OC)c1OC	2.0%	2%	i	46	2%	0.1%	-4%	-2%	-0.5%	1.1	48
